Bioassay records deposited in PubChem by National Center for Advancing Translational Sciences (NCATS).
USP2a block = qHTS Assay for Inhibitors of Ubiquitin-specific Protease USP2a Using CHOP2 as the Reporter | hit rate 0.01% among 330,000 | Ubiquitin carboxyl-terminal hydrolase 2 (Homo sapiens), O75604 | USP2 core, Ub-CHOP2 coupled fluorogenic reporter, 485/531 | Potency, µM (series often up to 38.3 µM), for inactives: at the highest dose activity change, negative = inhibition, hits mostly inhibitors;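 also: potency is read from the fitted curve at half-maximal effect; plate controls were DMSO wells for no effect and full inhibition by NEM control for full effect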
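Deubiquitinase activity read as fluorescence (485/531 nm) after Ub-CHOP2 cleavage activates the enterokinase reporter on its substrate; USP2 core 10nM, Ub-CHOP2 and substrate 25nM each, 30min compound preincubation then 60min RT; data normalized to NEM, curves fitted.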
Eya2 phos inh = qHTS Assay for Inhibitors of the Phosphatase Activity of Eya2; AID 488837, 2010; hit rate 0.006% among 330,000; Potency, µM (series often up to 76.9 µM), for inactives: at the top dose activity, negative = inhibition, most hits filed as inhibitors; recombinant Eya2, OMFP fluorescence dephosphorylation (OMFP is methylfluorescein phosphate); Protein phosphatase EYA2 (Homo sapiens), O00167; also: potency is read from the fitted curve at half-maximal effect; % is scaled to controls: 0 for no effect and ±100 for the full control effect
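Eya2 (0.2 uM) preincubated 10 min at ambient with compound, then OMFP substrate added at 50 uM; 10 min reaction in 50 mM HEPES pH 7.5, 50 mM NaCl, 5 uM MgCl2, 0.05% BSA, 1 mM DTT. Fluorescence read at Ex 485/Em 525 nm.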
ELG1 DNA repair = qHTS screen for small molecules that inhibit ELG1-dependent DNA repair in human embryonic kidney (HEK293T) cells expressing luciferase-tagged ELG1 | AID 504467, 2011 | HEK293T ELG1-luciferase reporter, luminescence, 16 h; DNA damage induced by 5-fluorouridine | Potency, µM (doses to about 46.1 µM), without a hit: at the highest dose activity change, negative = inhibition, actives largely listed as inhibitors | hit rate 2.3% among 330,000; also: potency is read from the fitted curve at half-maximal effect; % is scaled to controls: 0 for no effect and ±100 for the full control effect; nearly all actives have a fitted effect of over 55% in size
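Luminescence from the luciferase reporter, measured 30 min after ONE-Glo reagent at room temperature, was the read-out. Beforehand, 2,000 cells per well were exposed for 16 hr at 37 °C to 5-fluorouridine together with compound or vehicle.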
hERG WT inh = qHTS for Inhibitors of KCHN2 3.1: Wildtype qHTS; U2OS, BacMam KCNH2, thallium flux FluxOr; hits give low values; activity change, % at 1.84 µM; hit rate 0.37% among 340,000; Voltage-gated inwardly rectifying potassium channel KCNH2 (Homo sapiens), Q12809;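 active = maximum activity change below -70%; inconclusive = maximum activity change between -70% and -50%; inactive = maximum activity change above -50%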; also: % is scaled to controls: 0 for no effect and ±100 for the full control effect
Target sequence (Q12809 whole entry, looked up): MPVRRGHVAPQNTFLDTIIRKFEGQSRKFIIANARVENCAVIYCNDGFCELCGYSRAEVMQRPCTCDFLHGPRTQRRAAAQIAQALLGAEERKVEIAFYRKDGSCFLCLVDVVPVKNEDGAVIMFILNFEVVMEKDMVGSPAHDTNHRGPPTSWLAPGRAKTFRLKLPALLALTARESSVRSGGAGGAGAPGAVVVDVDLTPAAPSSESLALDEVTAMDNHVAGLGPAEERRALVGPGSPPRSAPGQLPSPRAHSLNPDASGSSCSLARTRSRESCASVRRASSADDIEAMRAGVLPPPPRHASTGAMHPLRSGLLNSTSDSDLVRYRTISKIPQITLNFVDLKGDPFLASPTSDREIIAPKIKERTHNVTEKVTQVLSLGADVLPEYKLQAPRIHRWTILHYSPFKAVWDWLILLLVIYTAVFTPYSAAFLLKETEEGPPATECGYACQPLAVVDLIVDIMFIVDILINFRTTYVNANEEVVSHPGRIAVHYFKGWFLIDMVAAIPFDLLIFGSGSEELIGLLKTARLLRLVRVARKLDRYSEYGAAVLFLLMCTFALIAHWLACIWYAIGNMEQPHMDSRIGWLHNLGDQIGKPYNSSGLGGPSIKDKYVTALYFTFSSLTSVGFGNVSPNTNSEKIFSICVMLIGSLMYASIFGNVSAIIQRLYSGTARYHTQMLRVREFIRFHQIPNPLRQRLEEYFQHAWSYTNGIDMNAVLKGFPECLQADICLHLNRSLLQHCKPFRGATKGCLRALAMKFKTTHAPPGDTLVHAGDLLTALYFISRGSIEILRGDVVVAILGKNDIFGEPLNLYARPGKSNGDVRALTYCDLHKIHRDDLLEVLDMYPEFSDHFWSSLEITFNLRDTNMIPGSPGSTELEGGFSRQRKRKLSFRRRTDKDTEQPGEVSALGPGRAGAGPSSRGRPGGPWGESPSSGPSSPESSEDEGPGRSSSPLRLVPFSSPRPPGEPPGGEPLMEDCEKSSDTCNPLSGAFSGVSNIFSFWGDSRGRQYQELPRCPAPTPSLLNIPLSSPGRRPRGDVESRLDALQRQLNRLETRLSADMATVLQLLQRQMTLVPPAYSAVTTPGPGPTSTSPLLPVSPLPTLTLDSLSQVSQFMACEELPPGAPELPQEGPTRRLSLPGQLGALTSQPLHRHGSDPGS
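U2OS cells transduced with wild-type KCNH2 virus are loaded with FluxOr dye for 45 min, and thallium flux is measured in kinetic reads before and after stimulation buffer. Rate constants are normalized to DMSO controls.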
Mito fusion act = qHTS Assay for Small Molecule Inhibitors of Mitochondrial Division or Activators of Mitochondrial Fusion; Potency, µM (top dose mostly 46.1 µM), without a hit: at the highest dose growth rescue (activation), most hits filed as activators; AID 485298, 2010; hit rate 0.23% among 320,000; S. cerevisiae fusion-defective mutant growth rescue, CellTiterGlo 48 h;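 also: potency is read from the fitted curve at half-maximal effect; % of control where 0% means no effect; nearly all actives have a fitted effect of over 45% in size; temperature-sensitive fusion mutants such as fzo1-1 at 37 °C on non-fermentable ethanol glycerol medium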
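Temperature-sensitive fusion-defective S. cerevisiae (e.g. fzo1-1, mgm1-5) were grown with compound in YPEG medium (3% ethanol, 3% glycerol) for 48 hours at 37C. Growth rescue was measured as viability by CellTiterGlo luminescence after 10 minutes at ambient.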
TRPV1 ag = HTS Assay for Compounds that Act as Agonists of the Vanilloid Receptor 1; TRPV1-expressing cells, Fluo-8 calcium influx, agonist mode; activation, % at 8.33 µM; hit rate 0.19% among 320,000; AID 540275, 2011; in the data active = activation above about 80%; inconclusive = between about 30% and that limit; also: 0% is about no effect
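TRPV1-expressing cells were cultured overnight at 35.5C and loaded with Fluo-8 calcium dye for 40 to 90 min at room temperature. After a 10 s baseline, compound was added and calcium influx was read kinetically for 3 min (ex 480/em 520 nm).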
TSHR antagonist = Antagonists of the Thyroid Stimulating Hormone Receptor: HTS campaign; TSHR-expressing cells, TSH-stimulated cAMP HTRF, 2 h; hits give low values; Thyrotropin receptor (Homo sapiens), P16473; hit rate 0.2% among 330,000; activity change, negative = inhibition, % at 11.5 µM; AID 504810, 2011;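 active = activity change below a set negative limit, meaning inhibition stronger than a set level, cut at about -70% in these data; inconclusive = activity change between two set negative limits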; also: % is scaled to controls: 0 for no effect and ±100 for the full control effect
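Inhibition of cAMP made by TSHR-expressing cells under TSH stimulation (4nM final, EC80; 2 h, 37 deg C) is quantified with a one-step lysis HTRF kit, anti-cAMP cryptate versus cAMP-d2.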
TCR act = Activators of T cell receptors: qHTS campaign; primary human leukocytes, anti-CD3, IL-2 HTRF, 48 h; Potency, µM (series often up to 9.22 µM), for the others: at the top dose activation of IL-2 secretion, hits mostly activators; 330,000 tested, under 10 active; AID 504894, 2011; also: % of control where 0% means no effect
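Primary human leukocytes were stimulated with a-CD3 beads plus compounds for 48 hr without co-stimulation; secreted IL-2 was quantified by HTRF using a-IL-2-K (europium cryptate) and a-IL-2-d2, excited at 320nm with acceptor emission read at 665nm.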
A-T KAP1 phos = qHTS Assay for Identifying a Potential Treatment of Ataxia-Telangiectasia. Potency, µM (top dose mostly 57.5 µM), without a hit: at the top dose activation, hits mostly activators. […] A-T fibroblasts, KAP-1 phosphorylation AlphaLISA; neocarzinostatin DNA damage 30 min before lysis. hit rate 0.19% among 320,000; also: potency is read from the fitted curve at half-maximal effect; % of control where 0% means no effect; nearly all actives have a fitted effect of over 45% in size
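ATM-like activity read as KAP-1 phosphorylation via AlphaLISA donor/acceptor antibody pairs after lysis and 6 hr at 25C. Cells were ATM-null patient fibroblasts ([…], hTERT), dosed 60 min, then exposed to the DSB inducer NCS for 30 min.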
KCNH2 3.1 inh = qHTS for Inhibitors of KCHN2 3.1: Mutant qHTS; Potassium voltage-gated channel subfamily H member 2, brain isoform KCNH2 3.1 (human); AID 720553, 2013; U2OS KCNH2 3.1, thallium flux FluxOr; hits give low values; activity change, % (tested at about 1.8 µM); hit rate 0.95% among 340,000;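 active = maximum activity change below -70%; inconclusive = maximum activity change from -70% to -50%; inactive = maximum activity change above -50%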;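 also: thallium influx rate constant from kinetic fluorescence after stimulation buffer; % is scaled to controls: 0 for no effect and ±100 for the full control effect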
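Channel expression came from 3.1 mutant virus (1.77 x 10^8 /mL) applied to suspended U2OS cells for 4 h. Flux was tracked with FluxOr dye plus Red40 quencher, and kinetic rate constants normalized to controls.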
Active calls of the source: *; i = inactive; ? = inconclusive; . = no result given; [ ] = dose if it differs, or a comment. Unless noted, calls follow the shape of the dose curve; as a rule, active = well fitted curve in the direction sought with a large enough effect; inconclusive = small, poorly fitted or top-dose-only effect, or another doubt; inactive = no such curve, though single readings can be large; an effect the other way counts as inactive or inconclusive.

SMILES | USP2a block | Eya2 phos inh | ELG1 DNA repair | hERG WT inh | Mito fusion act | TRPV1 ag | TSHR antagonist | TCR act | A-T KAP1 phos | KCNH2 3.1 inh
COc1ccc(CCNC(=O)CCCOc2ccc(Cl)cc2)cc1OC | 1% | -8% | ? | -1 | -2% | ? | -7 | . | -1% | -1
Cc1ccc(NC(=S)N2CC(C)OC(C)C2)cc1C (configuration not stated) | -2% | 4% | 11% | -14 | -8% | 0 | -12 | -3% | 13% | -8
CCN(CC)S(=O)(=O)c1cc(NC(=O)COC(=O)CCC(=O)c2cccs2)ccc1C | -1% | -13% | -4% | 15 | -16% | 21 | -6 | 4% | 2% | 5
c1ccc(SCc2cn3cccnc3n2)nc1 | 1% | -10% | -1% | -1 | -2% | -6 | 17 | -2% | 3% | -5
COc1ccc(NC(=O)C2=CC(c3ccc(C)cc3)=NS(=O)(=O)N2C)cc1 | -4% | 1% | -5% | 9 | -2% | 10 | -10 | -5% | -8% | -3
CCOC(=O)c1nc2nc(C)cc(=O)n2[nH]1 | -6% | 11% | 9% | -4 | -3% | 3 | 6 | -3% | . | -17
COc1cccc(CNc2ccc(Br)cn2)c1O | 0% | -16% | ? | 4 | -1% | 2 | 22 | -5% | -2% | 15
CCN(c1ccccc1)S(=O)(=O)c1ccc(C(=O)Nc2ccc(C)cn2)cc1 | -1% | -24% | ? | -1 | 16% | ? | -24 | 7% | 11% | -28
Cc1cc(C(C)c2ccccc2)c(O)c(CN2CCOCC2)c1C (configuration not stated) | -3% | -7% | 8% | 7 | 8% | -1 | -6 | -13% | 2% | -8
CCCNC(=O)CCCCn1c(=S)[nH]c2c([nH]c3ccc(OC)cc32)c1=O | 2% | -4% | 1% | . | 5% | 0 | -11 | -2% | -2% | 21
C=CCn1c(SCC(=O)N2CCCCC2)nnc1-c1ccncc1 | 9% | 2% | 15% | 2 | 2% | -1 | 2 | -7% | 0% | -5
O=C(O)CC(CC(=O)Nc1nncs1)c1ccccc1 (configuration not stated) | 2% | 4% | 10% | 7 | -3% | 0 | -3 | 3% | 4% | -3
CC(=O)N/N=C/c1cc(C(C)(C)C)cc(/C=N/NC(C)=O)c1O | ? | 7% | 15µM* | -3 | 2% | 4 | 6 | -2% | 0% | -9
Cc1ccccc1NS(=O)(=O)c1nnc(NC(=O)CC(C)C)s1 | 1% | 3% | 14% | -15 | 16% | 2 | -6 | 3% | -3% | -9
COc1ccc(N2C(=O)CSC2c2ccc3c(c2)OCO3)c(OC)c1 (configuration not stated) | 0% | 7% | 2% | 3 | 7% | -4 | 5 | 2% | 12% | -4
N#Cc1c2c(c(NCc3ccco3)n3c1nc1ccccc13)CCC2 | -1% | -5% | ? | 1 | -5% | 6 | -15 | -2% | 9% | -2
O=C(COC(=O)c1ccccc1-c1ccccc1[N+](=O)[O-])c1ccccc1 | -9% | 3% | -28% | 4 | 15% | 2 | -11 | 6%[46.1 µM] | . | -4
CCCCNC(=O)N1CCN(Cc2cccc(F)c2)CC1 | 0% | 2% | 1% | 8 | -3% | 0 | -10 | 1% | 4% | .
CC(NC(=O)CN1C(=O)NC2(CCCCCCC2)C1=O)c1ccccc1 (configuration not stated) | 4% | 4% | 0% | -9 | . | . | . | 0% | 10% | 16
O=C1c2ccccc2CCCC12N=NCC2c1cccc2ccccc12 (configuration not stated) | 0% | -1% | -12% | 2 | 5% | 6 | -2 | -3% | 12% | -3
CCN(CC)C(=O)C(=O)Nc1cc(C(F)(F)F)ccc1Cl | 3% | 12% | 11% | 1 | 0% | 4 | 3 | -2% | 0% | -23
COc1cc(/C=C2\N=C(c3c(-c4ccccc4)noc3C)OC2=O)ccc1OC(C)=O | -7% | -8% | -17% | i | 11% | -5 | -22 | 11% | 7% | 1
CCOCCOC(=O)c1ccc(NC(=O)c2cc(OC)c(OC)c(OC)c2Br)cc1 | 1% | 3% | -26% | 2 | -5% | -2 | -2 | 2%[46.1 µM] | 2% | 4
CCCCNC(=O)CS(=O)Cc1nc(-c2cccc(Cl)c2)oc1C (configuration not stated) | -1% | 3% | -1% | 0 | 0% | 16 | -5 | -1% | 2% | -1
S=C(Nc1ccc2cn[nH]c2c1)Nc1ccc(Cl)cc1Cl | 1% | 6% | -9% | 8 | 0% | 11 | 7 | -3% | -5% | 4
CCCc1c(O)nc(SCCN(CC)CC)[nH]c1=O | 1% | -22% | 3% | -9 | 1% | -4 | -7 | -3% | 5% | 2
CSc1nncn1/N=C/c1ccc2c(c1)OCO2 | 0% | 21% | ? | 9 | -14% | -8 | -9 | 2% | 12% | 2
CC(=O)N1CCN(c2ccc(NC(=O)c3cccc(C)c3)cc2)CC1 | 1% | -9% | ? | -4 | -2% | 3 | 11 | . | -10% | 15
COC(=O)/C(=C\Nc1cccc(Cl)c1C)c1ncc(C(F)(F)F)cc1Cl | 4% | 38% | 13% | -8 | 1% | 9 | 8 | 7% | 2% | 2
CSc1nc2cc(Oc3cccc(Cl)c3Cl)c(Cl)cc2[nH]1 | -1% | -6% | . | -6 | 4% | ? | -17 | -1% | . | -1
Cc1cc(O)cc(O)c1C=NCc1ccco1 | 0% | -6% | ? | -21 | 4% | -6 | -26 | 2% | -7% | -6
OCCNc1nc(NCCC2=CCCCC2)nc(N2CCOCC2)n1 | -1% | 2% | ? | -5 | 2% | 16 | -13 | -5% | 0% | 2
CC1(C)CC(=O)c2cnc(NCC3CCCO3)nc2C1 (configuration not stated) | -3% | 3% | ? | 1 | 2% | -3 | -1 | -1% | 3% | 3
Cc1noc2ncnc(Sc3ccccc3Cl)c12 | 1% | 12% | 28% | -10 | 0% | 3 | 35 | 0% | 10% | -8
CCOc1ccc(NC(=S)c2ccc3ccccc3n2)cc1 | 2% | -9% | ? | 18 | -17% | 6 | 7 | -7% | 7% | 3
Cc1ccccc1S(=O)(=O)Oc1ccc2ccc(O)cc2c1 | -1% | -4% | ? | -6 | 3% | 2 | -30 | 3% | ? | 5
Cn1nc([N+](=O)[O-])nc1Oc1ccccc1F | 3% | 1% | 6% | 7 | 5% | -1 | -3 | 0% | 8% | -7
CCN1C(=O)C2C(c3cccc(F)c3)NC(C)(C(=O)OC)C2C1=O (configuration not stated) | -4% | 5% | 8% | 1 | -6% | -3 | 1 | 4% | -7% | -2
COc1cccc2c1cc1c(=O)n(CC(=O)NCCCN3CCN(C)CC3)nc(C)n12 | 5% | 9% | 15% | 3 | -1% | 1 | -5 | -8% | -3% | -12
Cc1ccsc1C(=O)NNC(=S)NC1CCCCC1 | -3% | 7% | 29% | -6 | -5% | 9 | 5 | -6% | 6% | -7
CC(C)CN(C(=O)CSc1nnc2ccccn12)C1CCS(=O)(=O)C1 (configuration not stated) | 0% | 17% | 17% | 26 | 2% | -2 | 5 | 11% | -2% | 3
COc1cccc(N=C2C(=O)N3CCCc4cccc2c43)c1 | -3% | -4% | 16% | 6 | 3% | -5 | -6 | 15%[46.1 µM] | 3% | -2
O=C(NCc1ccc(F)cc1)c1ccc(CS(=O)(=O)c2ccc(Br)cc2)o1 | 1% | -19% | ? | -7 | 3% | 0 | -10 | -3% | 7% | -2
COc1ccc(CNC(=O)CSc2nc3ccc(C)cc3[nH]2)cc1 | -1% | -2% | -2% | 6 | -6% | ? | 6 | 2% | 3% | 4

Quoted at random: 3 entries already listed
SMILES | USP2a block | Eya2 phos inh | ELG1 DNA repair | hERG WT inh | Mito fusion act | TRPV1 ag | TSHR antagonist | TCR act | A-T KAP1 phos | KCNH2 3.1 inh
COc1ccc(N2C(=O)CSC2c2ccc3c(c2)OCO3)c(OC)c1 (configuration not stated) | 0% | 7% | 2% | 3 | 7% | -4 | 5 | 2% | 12% | -4
COc1cccc(N=C2C(=O)N3CCCc4cccc2c43)c1 | -3% | -4% | 16% | 6 | 3% | -5 | -6 | 15%[46.1 µM] | 3% | -2
CC(=O)N1CCN(c2ccc(NC(=O)c3cccc(C)c3)cc2)CC1 | 1% | -9% | ? | -4 | -2% | 3 | 11 | . | -10% | 15

These rows are one share of the data; rates above refer to the full screens.
